IL-1B inflam inh – blocks inflammasome-driven IL-1 beta release. activity change, % at 57.5 µM. THP-1 LPS/ATP IL-1B secretion, AlphaLISA, 16 h; active compounds read low. AID 743279. 360,000 tested, 4.7% active; in the data active means activity change below about -50%; inconclusive means mostly about -30% to -49%; further: on the % scale 0 is the no-effect control and ±100 the full control effect
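THP-1 cells pretreated 1 hr with compounds (up to 57.5 uM final), then stimulated with LPS (250 ng/mL final) plus ATP (1.25 mM final); secreted IL-1B measured by AlphaLISA after 16 hr, decreased signal indicating inhibition.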
MCF10A rerep – DNA re-replication induction in MCF 10a cells; AID 624296; MCF 10A DNA re-replication, Hoechst nuclear intensity, 48 h; 350,000 tested, 2.9% active; Potency, µM (highest dose often 46.1 µM), for the others: at the top dose activity, positive = re-replication, usual class: activators; further: potency means the concentration at half of the fitted maximal effect; % of control where 0% means no effect; nearly all actives have a fitted effect of over 50% in size
SW480 rerep – induces DNA re-replication in SW480 colon adenocarcinoma cells; 340,000 tested, 1.8% active; Potency, µM (titrated, usually from 46.1 µM), for inactives: top-dose re-replication activation, actives largely listed as activators; AID 624297; SW480 DNA re-replication, Hoechst DNA content imaging, 48 h; further: potency means the concentration at half of the fitted maximal effect; % of control where 0% means no effect; nearly all actives have a fitted effect of over 55% in size
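Per well, 250 cells were exposed to pinned compound for 48 hr. Nuclear DNA was visualised with Hoechst (40 min, 37 C) and total object intensity recorded by fluorescence scanning.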
HT1080NT lethal – kills 2HG-producing HT-1080-NT fibrosarcoma cells; HT-1080-NT fibrosarcoma viability, CellTiter-Glo ATP luminescence, 48 h; Potency, µM (highest dose often 46.1 µM), for inactives: at the top dose activity, negative = less viability, actives largely listed as cytotoxic; 360,000 tested, 1.6% active;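 further: NT is the 2HG producing partner of a matched IDH1 knockdown line; potency means the concentration at half of the fitted maximal effect; 0% = DMSO-treated cells and -100% = media-only wells without cells; nearly all actives have a fitted effect of over 55% in size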
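Luminescent CellTiter-Glo readout after 48 hours of compound exposure at 37 degrees C defined viability of HT-1080-NT cells. Activity was normalized to DMSO wells and cell-free media wells; concentration-response curves were fitted and assigned curve classes.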
GLP1R cytotox – cytotoxicity in counter-screen for GLP-1R inverse agonists; 410,000 tested, 0.13% active; Potency, µM (titrated, usually from 38.3 µM), inactives show top-dose activity change, negative = inhibition, actives largely listed as inhibitors; HEK293 cAMP-luciferase reporter cells, luminescence, 24 h;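 further: loss of luciferase light is scored as toxicity; potency means the concentration at half of the fitted maximal effect; on the % scale 0 is the no-effect control and ±100 the full control effect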
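To flag toxic compounds, the library was rerun on cells for 24 hr at 37 deg C and 5% CO2. Viability-linked luminescence was captured 12 min after adding luciferase detection reagent.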
DRD3 agonist – activates the human D3 dopamine receptor; P35462; 410,000 tested, 0.58% active; AID 652048; max activation, %; D3R DiscoveRx beta-arrestin cells, luminescence, 90 min; in the data active means max activation above about 30%; further: 0% is about no effect; mostly tested at two doses, the higher about 12 µM
Target sequence (P35462 whole entry, looked up): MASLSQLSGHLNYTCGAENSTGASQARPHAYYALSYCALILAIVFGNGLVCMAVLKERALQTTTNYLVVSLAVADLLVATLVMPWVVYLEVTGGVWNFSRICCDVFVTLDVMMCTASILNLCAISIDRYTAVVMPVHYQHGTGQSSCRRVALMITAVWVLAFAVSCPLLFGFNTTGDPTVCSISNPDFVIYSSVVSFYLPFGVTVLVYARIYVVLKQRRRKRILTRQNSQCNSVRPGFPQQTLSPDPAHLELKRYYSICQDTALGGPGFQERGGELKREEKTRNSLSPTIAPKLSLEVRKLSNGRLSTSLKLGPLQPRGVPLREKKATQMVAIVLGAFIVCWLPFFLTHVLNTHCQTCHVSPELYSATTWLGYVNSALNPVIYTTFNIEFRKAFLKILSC
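Cells at 1500/well, incubated overnight, then treated with pinned compounds (dopamine as control) for 90 min at 37 degrees C. DiscoveRx reagent added for 30 - 60 minutes at room temperature; luminescence read.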
KB-3-1 tox – KB-3-1 parental cell cytotoxicity; 400,000 tested, 1.4% active; KB-3-1 viability, CellTiter-Glo ATP luminescence, 72 h; Potency, µM (doses to about 46.1 µM), inactives show at the top dose activity change, negative = cytotoxic, most hits filed as cytotoxic; further: potency means the concentration at half of the fitted maximal effect; on the % scale 0 is the no-effect control and ±100 the full control effect; nearly all actives have a fitted effect of over 60% in size
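Cells are dispensed, compounds pinned in, plates held at 37 °C for 72 h, then CellTiter-Glo is added and luminescence read after 10 minutes. Cell line: parental KB-3-1 in phenol-red-free DMEM, 10% FBS.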
HT1080 IDH1KD tx – HT-1080 IDH1 knockdown cell toxicity (counter line). HT-1080 IDH1 knockdown viability, ATP luminescence, 48 h. Potency, µM (highest dose often 46.1 µM), for the others: at the highest dose activity, negative = toxicity, hits mostly cytotoxic. 360,000 tested, 2% active;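 further: potency means the concentration at half of the fitted maximal effect; 0% = DMSO wells and -100% = cell-free medium wells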
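Using the IDH1-knockdown HT-1080 line run in the same batch and compound series as the NT line, viability after 48 h at 37 °C was determined by CellTiter-Glo luminescence and expressed as % activity.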
KB-V1 cytotox – KB-V1 MDR subline cytotoxicity | KB-V1 MDR cells viability, CellTiter-Glo, 72 h | Potency, µM (titrated, usually from 46.1 µM), for inactives: at the top dose activity change, negative = cytotoxicity, hits mostly cytotoxic | 400,000 tested, 3.4% active | AID 1347076; further: potency means the concentration at half of the fitted maximal effect; on the % scale 0 is the no-effect control and ±100 the full control effect; nearly all actives have a fitted effect of over 60% in size
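Cytotoxicity via CellTiter-Glo luminescence after 72 h compound exposure at 37 degrees C. Cells: drug-selected KB-V1 line, DMEM phenol-red free plus 10% FBS. Compounds tested at multiple concentrations; normalized data fitted to concentration-effect curves.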
The depositor's hits bear a star; ? = inconclusive; / = no result given; [ ] = dose if it differs, or a comment. Unless noted, the call rests on the fitted dose curve; in most records, active means well fitted curve in the direction sought with a large enough effect; inconclusive means small, poorly fitted or top-dose-only effect, or another doubt; inactive means no such curve, though single readings can be large; an effect the other way counts as inactive or inconclusive.

SMILES	IL-1B inflam inh	MCF10A rerep	SW480 rerep	HT1080NT lethal	GLP1R cytotox	DRD3 agonist	KB-3-1 tox	HT1080 IDH1KD tx	KB-V1 cytotox
C#CCN1C(=O)S/C(=C\c2ccc(-c3ccc(C(=O)O)cc3C)o2)C1=O	30	-6%	20%	2%	38%[activator]	-2	2%	-8%	-8%
Cc1cc(OCC(=O)N(C)C)c2c(-c3ccccc3)cc(=O)oc2c1	-9	-6%	0%	-5%	-4%	5	-6%	1%	?
O=C(Cc1ccccc1)Nc1c2c(nn1-c1cccc(Cl)c1)CS(=O)(=O)C2	-4	19%	-5%	-2%	-3%	1	0%	-29%	21µM*
O=C(COC(=O)CCS(=O)(=O)c1ccc(F)cc1)NC1CCCCC1	1	?	-24%	-10%	19%	-7	-5%	-9%	?
Cc1cc(=O)[nH]c(N/N=C/C=C/c2ccccc2)n1	-10	0%	-14%	13%	0%	0	6%	14%	-5%
Cc1ccc(OCc2nc(-c3ccccn3)no2)cc1	-13	-11%	-2%	-8%	3%	-10	7%	-7%	?
Cc1ccc(OCCNC(=O)c2cc(C3CC3)nc3c2cnn3C(C)C)cc1	-25	?	-10%	-17%	-21%	2	11%	-12%	-12%
OCC1(Cc2ccccc2)CCN(Cc2cnn(-c3ccccc3F)c2)CC1	?	1%	7%	-4%	21%	-14	13%	-2%	?
CC(C)COC(=O)Nc1ccc(C(=O)O)cc1	25	-4%	-7%	-4%	-6%	-3	18%	3%	6%
Cc1ccc(S(=O)(=O)N2CCC(C(=O)Nc3ccccc3N3CCCC3)CC2)c(C)c1	-4	?	?	-22%	-5%	-16	-20%	-18%	0%
CN1CCC(N(C)S(=O)(=O)c2ccc(NC(=O)c3cccc(C#N)c3)cc2)CC1	8	6%	-14%	-2%[9.24 µM]	13%	-21	-8%	1%	15%
COc1ccccc1-n1c(SCC(=O)N2CCc3ccccc32)nc2c(c1=O)SCC2	-16	0%	-1%	-26%	-2%	11	-13%	-18%	-3%
O=C(NC1CCCCC1)C(c1ccc2ncccc2c1)N(Cc1ccccc1)C(=O)c1ccc2c(c1)OCCO2 (stereo not drawn)	-55*	0%	-3%	?	1%	11	-8%	-1%[9.24 µM]	3%
O=C(COC(=O)Cc1n[nH]c(=O)c2ccccc12)Nc1cccc(C(F)(F)F)c1	25	1%	-45%[inhibitor]	-4%	-10%	-7	-3%	-1%	1%
Cn1c(=O)n(C)c2cc([N+](=O)[O-])c(N3CCN(C(=O)c4cccc(Cl)c4)CC3)cc21	-6	3%	-1%	0%	-22%	-14	-14%	-13%	0%
CCC(=O)N1CCCC1(C)C(=O)Nc1ccc2nc(C)ccc2c1 (stereo not drawn)	3	/	/	14%	0%	11	0%	?	22%
Cc1ccc(-c2nnc(Nc3cccc(Br)c3)c3ccccc23)cc1S(=O)(=O)N1CCCCC1	/	/	/	/	-13%	6	-3%	/	2%
COc1ccc(COC(=O)C2CCN(S(=O)(=O)c3ccc(Cl)cc3)CC2)cc1	22	-18%	-39%	-2%	-2%	5	9%	2%	-3%
O=C(Nc1ccc(NC(=S)NC(=O)c2ccccc2F)cc1)c1cccs1	-23	3%	-41%[inhibitor]	-23%	-20%	15	0%	-29%	-11%
O=C(NC(Cc1ccccc1)C(=O)O)/C(=C\c1ccccc1)NC(=O)c1ccc(Br)o1 (stereo not drawn)	18	-3%	11%	7%	0%	-3	1%	-4%	19%

In the list so far, two contain two or more sulfur atoms:
SMILES	IL-1B inflam inh	MCF10A rerep	SW480 rerep	HT1080NT lethal	GLP1R cytotox	DRD3 agonist	KB-3-1 tox	HT1080 IDH1KD tx	KB-V1 cytotox
COc1ccccc1-n1c(SCC(=O)N2CCc3ccccc32)nc2c(c1=O)SCC2	-16	0%	-1%	-26%	-2%	11	-13%	-18%	-3%
O=C(Nc1ccc(NC(=S)NC(=O)c2ccccc2F)cc1)c1cccs1	-23	3%	-41%[inhibitor]	-23%	-20%	15	0%	-29%	-11%

Results in GLP1R cytotox and HT1080NT lethal, for some of the entries so far:
SMILES	GLP1R cytotox	HT1080NT lethal
COc1ccc(COC(=O)C2CCN(S(=O)(=O)c3ccc(Cl)cc3)CC2)cc1	-2%	-2%
CN1CCC(N(C)S(=O)(=O)c2ccc(NC(=O)c3cccc(C#N)c3)cc2)CC1	13%	-2%[9.24 µM]
O=C(Cc1ccccc1)Nc1c2c(nn1-c1cccc(Cl)c1)CS(=O)(=O)C2	-3%	-2%
Cc1cc(=O)[nH]c(N/N=C/C=C/c2ccccc2)n1	0%	13%
COc1ccccc1-n1c(SCC(=O)N2CCc3ccccc32)nc2c(c1=O)SCC2	-2%	-26%
C#CCN1C(=O)S/C(=C\c2ccc(-c3ccc(C(=O)O)cc3C)o2)C1=O	38%[activator]	2%
Cc1ccc(-c2nnc(Nc3cccc(Br)c3)c3ccccc23)cc1S(=O)(=O)N1CCCCC1	-13%	/

Structures above containing a furan ring, fused or not (two):
SMILES	IL-1B inflam inh	MCF10A rerep	SW480 rerep	HT1080NT lethal	GLP1R cytotox	DRD3 agonist	KB-3-1 tox	HT1080 IDH1KD tx	KB-V1 cytotox
C#CCN1C(=O)S/C(=C\c2ccc(-c3ccc(C(=O)O)cc3C)o2)C1=O	30	-6%	20%	2%	38%[activator]	-2	2%	-8%	-8%
O=C(NC(Cc1ccccc1)C(=O)O)/C(=C\c1ccccc1)NC(=O)c1ccc(Br)o1 (stereo not drawn)	18	-3%	11%	7%	0%	-3	1%	-4%	19%

The listing picks up, repeating the 2 entries before the break.
SMILES	IL-1B inflam inh	MCF10A rerep	SW480 rerep	HT1080NT lethal	GLP1R cytotox	DRD3 agonist	KB-3-1 tox	HT1080 IDH1KD tx	KB-V1 cytotox
O=C(Nc1ccc(NC(=S)NC(=O)c2ccccc2F)cc1)c1cccs1	-23	3%	-41%[inhibitor]	-23%	-20%	15	0%	-29%	-11%
O=C(NC(Cc1ccccc1)C(=O)O)/C(=C\c1ccccc1)NC(=O)c1ccc(Br)o1 (stereo not drawn)	18	-3%	11%	7%	0%	-3	1%	-4%	19%
CC1(C(=O)Nc2cccc3cccnc23)CCN1Cc1ccccc1OC(F)F (stereo not drawn)	-9	/	/	?	0%	4	0%	?	-12%
O=C(/C=C/c1ccco1)NC(=S)Nc1ccc(N2CCCC2)cc1	-16	21µM*	?	?	?	-27	?	?	?
CCc1noc(C)c1C(=O)Nc1nc(-c2cccs2)cs1	38	14%	-44%[inhibitor]	-14%	0%	8	-15%	-7%	?
Cc1ccc(-c2nnc3n2N=C(c2ccc(Br)cc2)CS3)cc1	-20	0%	-8%	-9%	-9%	-3	-5%	0%	1%
Cc1csc2nc(CNS(=O)(=O)c3cccnc3)cn12	21	4%	1%	1%	50%[activator]	-4	-12%	-1%	1%
On1c(-c2ccc(Cl)cc2Cl)nc2ncccc21	-5	3%	10%	12%	4%	-1	9%	6%	1%
CC(=O)c1cccc(OCc2cc(C(=O)N(C)Cc3nccs3)no2)c1	1	/	/	10%	19%	-3	-3%	2%	-12%
CCC(C)C(=O)C(=O)N1CCC(n2nccc2NC(=O)CCOc2ccccc2)CC1 (stereo not drawn)	-5	/	/	3%	3%	0	4%	1%	-24%
CCN(CC(=O)NC1CCS(=O)(=O)C1)C(=O)c1ccc(OC)c([N+](=O)[O-])c1 (stereo not drawn)	8	0%	-18%	7%	-7%	-2	17%	7%	?
O=C(Nc1ccc(Cl)cc1)c1nc[nH]c1C(=O)NCc1ccccc1	-11	?	-13%[9.22 µM]	?	-7%	7	?	-21%	16µM*
CC1CN(c2oc(-c3ccccc3Cl)nc2C#N)CC(C)O1 (stereo not drawn)	-5	9%	3%	3%	2%	-5	7%	15%	2%
O=C(Nc1cccc(S(=O)(=O)NC2=NCCC2)c1)c1cc(F)c(F)c(F)c1F	-5	1%	-7%	-2%	4%	14	4%	5%	-15%
CCOC(=O)C1CCN(S(=O)(=O)c2ccc3c(c2)CCN3C(C)=O)CC1	64	10%	?	-2%	0%	6	-16%	-9%	-2%
O=C(CCCCCN1C(=O)CCC1=O)Nc1ccc(Cl)c(C(F)(F)F)c1	0	3%	-1%	-30%	-7%	17	-7%	?	16µM*
CC(=O)c1sc2ccccc2c1OC(=O)c1ccco1	0	-9%	-6%	-1%	-1%	4	-14%	11%	-21%
CCCCCOC(=O)CSc1n[nH]c(=O)[nH]c1=O	-21	-2%	-11%	9%	4%	2	0%	6%	4%
Cc1cc(C)c2c(CN3CCN(C)CC3)cc(=O)oc2c1	-4	3%	2%	-2%	3%	-3	4%	1%	?
C#CCNC(=O)C[C@@H]1C[C@@]2(C(=O)OC)CCCCC=C2N(Cc2cccc3ccccc23)C1=O	-1	/	/	-22%	-16%	1	-7%	?	0%
COc1ccc(C(=S)N2CCOCC2)cc1OC(=O)c1cc(OC)c(OC)c(OC)c1	41	8%	2%	2%	-2%	-5	2%	0%	-24%
Cc1ccccc1-c1nc(CN2CCCC(C(=O)NCc3ccc(Cl)cc3)C2)c(C)o1 (stereo not drawn)	/	/	/	/	5%	-13	-2%	/	3%
